Rab9 prom act = activates the Rab9 promoter; Huh7 Rab9 promoter-luciferase reporter, luminescence, 24 h; Potency, µM (top dose mostly 9.22 µM), inactives show at the top dose activation, negative = inhibition, actives largely listed as activators; 2.8% of 320,000 active; AID 485297; also: % of control where 0% means no effect; nearly all actives have a fitted effect of over 60% in size
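Luciferase signal after 10 min detection reagent at ambient indicates Rab9 promoter upregulation; stably transfected Huh7 cells were treated 24 h with compound in DMSO at 37 °C, 5% CO2.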
NPC1 promoter act = NPC1 promoter activation; Huh7 NPC1 promoter luciferase reporter, 24 h; AID 485313; 2.4% of 320,000 active; Potency, µM (top dose mostly 9.22 µM), inactives show at the highest dose activation, usual class: activators;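 also: % of control where 0% means no effect; nearly all actives have a fitted effect of over 60% in size; reporter is driven by a mutant NPC1 promoter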
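Huh7 reporter cells (NPC1 promoter driving luciferase) are dosed with compound for 24 h at 37 °C, 5% CO2; luciferase detection reagent is then added and luminescence measured after 10 min at ambient temperature.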
p53 reactivator = restores transcriptional activity of mutant p53. AID 504706. H1299 p53-A138V BP100-luciferase reporter, luminescence, 24 h. 0.063% of 320,000 active. Potency, µM (titrated, usually from 92.2 µM), for inactives: top-dose activity change, positive = activation, most hits filed as activators; also: % of control where 0% means no effect; nearly all actives have a fitted effect of over 45% in size
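H1299 (p53-null), stable ts p53-A138V + BP100-Luc; 1000 cells/well, Opti-MEM/10% FBS; cpd 4 pt, 1:5; 24 h, 37 deg C, 5% CO2; detection reagent 10 min RT; luminescence.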
FLuc counter = counter-screen for miR-21 project: firefly luciferase inhibitors or activators | AID 588342 | 6.9% of 360,000 active | purified FLuc, Km substrates, luminescence inhibition | P08659 | Potency, µM (highest dose often 57.5 µM), inactives show top-dose activity change, negative = inhibition, actives largely listed as inhibitors;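 also: plate controls were vehicle for no effect and reference inhibitor for full effect; nearly all actives have a fitted effect of over 55% in size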
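Biochemical qHTS of compounds, final roughly 60 µM downward over six points, against 10 nM purified firefly luciferase using Km concentrations of substrates (10 uM D-luciferin, 10 uM ATP) in Tris acetate pH 7.5 buffer; luminescence output.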
ELG1 genotoxic = induces genotoxicity in HEK293T cells with luciferase-tagged ELG1 | 1.3% of 330,000 active | AID 504466 | Potency, µM (doses to about 46 µM), for the others: at the top dose activity change, positive = activation, most hits filed as activators | HEK293T ELG1-luciferase reporter, luminescence, 16 h; also: % of control where 0% means no effect; nearly all actives have a fitted effect of over 60% in size
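DMSO vehicle served as control against compound-treated ELG1-luciferase HEK293T cells; exposure lasted 16 hr at 37 °C and 5% CO2, followed by ONE-Glo luminescence detection after 30 min.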
RORgamma inh = ROR gamma (mouse) transcription inhibition. P51450. Drosophila S2 Gal4-RORgamma UAS-luciferase reporter, 20 h. Potency, µM (doses to about 53.6 µM), for inactives: top-dose activity change, negative = inhibition, actives largely listed as inhibitors. 5.4% of 310,000 active. AID 2551; also: % is scaled to controls: 0 for no effect and ±100 for the full control effect; nearly all actives have a fitted effect of over 60% in size
Target sequence (P51450 whole entry, looked up, the tested form may be a part): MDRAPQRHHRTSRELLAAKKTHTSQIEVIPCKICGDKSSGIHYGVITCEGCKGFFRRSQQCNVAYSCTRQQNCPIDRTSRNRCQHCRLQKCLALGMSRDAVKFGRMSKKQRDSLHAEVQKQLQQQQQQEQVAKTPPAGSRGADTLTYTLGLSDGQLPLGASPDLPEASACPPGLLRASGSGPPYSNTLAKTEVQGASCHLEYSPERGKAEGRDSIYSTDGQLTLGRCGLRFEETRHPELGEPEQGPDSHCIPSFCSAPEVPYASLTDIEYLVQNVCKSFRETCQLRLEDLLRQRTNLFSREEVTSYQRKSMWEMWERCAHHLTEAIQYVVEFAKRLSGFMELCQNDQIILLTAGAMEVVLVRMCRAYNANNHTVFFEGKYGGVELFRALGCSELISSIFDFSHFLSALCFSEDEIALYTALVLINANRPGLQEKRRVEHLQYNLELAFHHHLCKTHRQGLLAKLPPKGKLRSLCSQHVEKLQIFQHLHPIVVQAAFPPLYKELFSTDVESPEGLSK
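Stably transfected Drosophila Schneider cells are the test system, with ROR gamma fused to Gal4 and luciferase under UAS control; luminescence is read after 20 hr of 700 uM copper sulfate induction at ambient temperature.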
MBNL1-CUG inh = MBNL1-poly(CUG) RNA binding inhibition. Potency, µM (highest dose often 57.5 µM), for inactives: top-dose activity change, negative = inhibition, actives largely listed as inhibitors. 0.036% of 280,000 active. TR-FRET MBNL1-His/biotin-(CUG)12 binding, 665/545 ratio; active = well fitted inhibition curve with a large enough effect in the signal ratio, with a control signal flat, not every such curve was filed as active; inconclusive = small, poorly fitted or top-dose-only effect, or effect the other way, or a change in a side signal; inactive = no such curve, though single readings can be large or run the other way; the % refers to the signal ratio; also: % is scaled to controls: 0 for no effect and ±100 for the full control effect
Target sequence (Q9NR56 whole entry, looked up): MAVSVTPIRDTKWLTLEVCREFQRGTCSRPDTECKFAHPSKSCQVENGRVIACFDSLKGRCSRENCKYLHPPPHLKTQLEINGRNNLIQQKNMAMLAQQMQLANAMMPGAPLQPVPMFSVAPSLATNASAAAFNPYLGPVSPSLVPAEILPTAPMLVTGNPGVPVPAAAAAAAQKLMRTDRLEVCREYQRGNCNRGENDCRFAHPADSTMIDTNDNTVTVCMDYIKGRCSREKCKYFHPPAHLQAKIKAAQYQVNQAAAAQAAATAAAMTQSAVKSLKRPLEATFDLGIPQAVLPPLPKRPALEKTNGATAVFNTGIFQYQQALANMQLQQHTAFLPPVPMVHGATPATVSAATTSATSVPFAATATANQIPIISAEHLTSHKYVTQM
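Compounds (final 92 nM to 58 uM) are added to His-tagged MBNL1 and biotin-(CUG)12, then terbium anti-His antibody and streptavidin-XL665 (5 nM final). After 60 min at room temperature, the 665/545 nm ratio is read.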
BRCA1 expr up = BRCA1 expression activation | MCF7-BRCA1-FFLuc reporter, luminescence, 48 h; response scale: scaled: vehicle 0%, 10 µM genistein 100% | Potency, µM (doses to about 46.1 µM), for the others: top-dose activation, hits mostly activators | 1.1% of 380,000 active | AID 624202; also: nearly all actives have a fitted effect of over 80% in size; some results filed as inactive show a strong effect at the top dose
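MCF7-BRCA1-FFLuc, 2000 cells/well; 2 h attach, 37 °C/5% CO2; compound 48 h; luciferase substrate 15 min; luminescence end-point. Norm. to genistein 10 microM max activation and DMSO; concentration-response curves fitted.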
VP16 counter = inhibits Gal4-VP16 luciferase reporter, ROR gamma counter-screen | Drosophila S2 Gal4-VP16 UAS-luciferase, luminescence, 20 h | 3.5% of 310,000 active | Potency, µM (doses to about 53.6 µM), for the others: at the top dose activity, negative = inhibition, most hits filed as inhibitors;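 also: Gal4-VP16 expression switched on by copper sulfate through the metallothionein promoter; % is scaled to controls: 0 for no effect and ±100 for the full control effect; nearly all actives have a fitted effect of over 50% in size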
uPA generation = inhibitors of cell surface uPA generation; cell surface uPA generation assay, qHTS; Potency, µM (titrated, usually from 38.3 µM), for the others: at the highest dose activity change, negative = inhibition, usual class: inhibitors; 0.31% of 330,000 active; active = well fitted inhibition curve with a large enough effect; inconclusive = small, poorly fitted or top-dose-only effect; inactive = no such curve, though single readings can be large or run the other way; tested in mouse RAW 264.7 cells; also: % is scaled to controls: 0 for no effect and ±100 for the full control effect; nearly all actives have a fitted effect of over 55% in size
* marks the source's active call; other numbers are inactive results; ? = inconclusive; · = no result given; & = joins results of further samples; [ ] = remark or other dose. Unless noted, calls follow the shape of the dose curve; as a rule, active = well fitted curve in the direction sought with a large enough effect; inconclusive = small, poorly fitted or top-dose-only effect, or another doubt; inactive = no such curve, though single readings can be large; an effect the other way counts as inactive or inconclusive. Potency is read from the fitted curve at half-maximal effect. An unsorted share of the library. About 13% of those tested had a hit in this group.

SMILES	Rab9 prom act	NPC1 promoter act	p53 reactivator	FLuc counter	ELG1 genotoxic	RORgamma inh	MBNL1-CUG inh	BRCA1 expr up	VP16 counter	uPA generation
CC(C)(O)CCCC(C)(O)c1ccc(C(=O)O)cc1O (stereo not given)	-1%	-1%	3%	3%	0%	24%	5%	-3%	1%	9%
CCCCn1c(N)c(N(CCOC)C(=O)c2cc(-c3ccc(OC)c(OC)c3)nc3ccccc23)c(=O)[nH]c1=O	-1%	-3%	-11%	-4%	4%	·	·	-10%	·	11%
CCCSc1ccc([C@@H]2[C@@H]3C(=O)N(CC)C(=O)[C@@H]3[C@]3(C(=O)OC)CCCCN23)cc1OC	·	·	6%	·	-6%	·	·	0%	·	2%
Cc1cc(=O)n2cc(-c3ccccc3)nc2[nH]1	23%	26%	?	12µM*	12%	?	3%	14%[1.84 µM]	?	0%
CC1CCN(S(=O)(=O)c2cc(F)ccc2CN2C(=O)c3cccnc3C2=O)CC1	-1%	-4%	-3%	-3%	0%	-2%	?	17%	-4%	5%
Cc1c(NC(=O)Cc2noc3ccccc23)cccc1[N+](=O)[O-]	-2%	-2%	4%	-5%	4%	7%	5%	3%	-17%	1%
N#Cc1c(-c2ccccc2)cc(-c2cccs2)nc1SCC(=O)O	0%	-3%	-1%	-2%	-5%	13%	?	-43%	17%	-3%
CCOc1ccccc1C(=S)NC1CCCCC1	3%	1%	-2%	1%	-4%	10µM*	7%	14%	?	3%
Cc1ccc(/C(O)=C2\C(=O)C(=O)N(c3cc(C)on3)C2c2cccc(Br)c2)cc1 (stereo not given)	1%	2%	-10%	-5%	-4%	13%	-7%	-10%	-12%	3%
NS(=O)(=O)c1ccc(NC(=O)COC(=O)CN2C(=O)C3CC=CCC3C2=O)cc1 (stereo not given)	-1%	1%	2%	8%	-3%	·	·	-2%	·	-10%
CCOC(=O)C1=C(c2ccccc2)NC(=S)NC1c1ccc(C)c([N+](=O)[O-])c1 (stereo not given)	-7%	-3%	-9%	-3%	-6%	?	·	-51%	11µM*	6%
CC(C)CC(OC(=O)c1ccco1)C(=O)NC1CCCCC1 (stereo not given)	7%	11%	-10%	-3%	1%	-5%	-4%	-14%	0%	2%
Cn1c(=O)[nH]c(=O)c2c1nc(N1CCc3ccccc3C1)n2CCSc1nc2ccccc2s1	-13%	-1%	9%	3%	-6%	6%	5%	-4%	-8%	·
CCC(C)NC(=O)Cn1c(=O)sc2ccccc21 (stereo not given)	1%	0%	-2%	1%	0%	30%	-11%	2%	-17%	-5%
Cc1ccc(C(=O)COC(=O)c2cnccn2)cc1[N+](=O)[O-]	-4%	2%	-4%	6%	1%	1%	?	-15%	-11%	4%
COCCNC(=O)c1onc(CSc2ccccc2C)c1C(=O)O	3%	0%	0%	3%	6%	2%	-5%	8%	0%	-2%
O=S(=O)(Cc1cc(Oc2ccccc2)nc(-c2ccccc2)n1)c1ccccc1	-10%	-4%	10%	1%	-7%	36%	-5%	-6%	-11%	7%
COc1ccccc1OCC(=O)Nc1ccc2c(c1)n(C)c(=O)n2C	-9%	-3%	-1%	-5%	12%	-30%	-1%	-43%	-9%[10 µM]	-11%
CCc1ccc(NC(=O)Cn2ncc3c4ccccc4n(C)c3c2=O)cc1	-1%	0%	-2%	7%&-1%	-5%	-5%	·	-28%	-17%	-4%
COC(=O)c1cc2c(C)c(C)c3ccccn3c-2c1C(=O)OC	6%	-4%	3%	?	-3%	-3%	40%[activator]	15%	1%	-4%
COc1ccc(O)c(/C=N/NC(=S)NCCc2ccccc2)c1	8%	-3%	11%	?	-20%	3.2µM*	1%	-47%	7.1µM*	2%
COc1ccc(C(=O)COc2ccc(C)cc2NC(C)=O)cc1	1.3µM*	3.5µM*	25%	-9%	?	?	7%	0%	-13%	-1%
O=C(Nc1ccccc1N1CCOCC1)C1=COCCO1	-4%	10%	11%	0%	1%	·	·	-4%	·	2%
CCOc1ccccc1C(=O)NCC(=O)NCCc1ccc(S(N)(=O)=O)cc1	4%	1%	0%	0%	-5%	-2%	-1%	2%	2%	5%
CC(=O)Nc1ccc(OCC(=O)N2CCc3ccccc3C2)cc1	4%	-4%	-1%	3%	9%	0%	-1%	18%	3%	1%
Later entries:
SMILES	Rab9 prom act	NPC1 promoter act	p53 reactivator	FLuc counter	ELG1 genotoxic	RORgamma inh	MBNL1-CUG inh	BRCA1 expr up	VP16 counter	uPA generation
Cc1cccc(N2CCN(C(=O)C3CCN(S(=O)(=O)c4cccc5nsnc45)CC3)CC2C)c1 (stereo not given)	-4%	-5%	-12%	0%	-8%	0%	?	-38%	8%	-10%
COc1ccc(C2(O)CCN(CC(=O)Nc3nccs3)CC2)c(OC)c1	-6%	-2%	-4%	1%	5%	1%	-5%	-32%	-4%	8%
CCC1Nc2ncnc(N3CCN(c4ccccc4)CC3)c2N(Cc2ccc(Cl)cc2)C1=O (stereo not given)	0%	-9%	6%	-1%	-4%	·	·	-34%	·	-28%
O=C(NC1CCCC1)c1cc2ccccc2o1	?	28%	19%	?	?	45%	-4%	102%	4%	5%
C/C(=N\NC(=O)c1ccccc1)c1ccc(-n2ccnc2)cc1	1%	1%	5%	-19%	1%	-12%	15%	83%	3%	6%
CCN(CC)c1ccc(/C=N/Nc2ccccc2)c(O)c1	15%	11%	?	21µM*	8%	4%	3%	-41%	-3%	·
COc1ccc(C)cc1NC(=O)CSc1nnc(COc2ccc(C)cc2)n1Cc1ccco1	0%	0%	4%	?	-15%	?	-10%	-48%	-1%	-2%
CCN(CC)C(=O)CN(c1cc2c(cc1OC)oc1ccccc12)S(=O)(=O)c1ccc(C)cc1	-2%	8%	1%	1%[2.3 µM]	-4%	-15%	-6%	-48%	-2%	-11%
COc1ccc(C(=O)N2CCN(S(=O)(=O)N3CCOCC3)CC2)cc1OC	-2%	-3%	-3%	-2%	1%	-23%[0.365 µM]	-6%	15%	·	9%
CCCOc1cc(NCc2ccccc2)c2ncn(C(C)C)c2c1	-2%	-2%	-7%	3%	0%	·	·	-14%	·	?
O=C(OCc1ccccc1)c1ccc(Br)o1	-7%	-1%	29%	-27%	10%	-3%	2%	-9%	-2%	5%
O=C(NCC(=O)N(CC1CCCO1)C1(C(=O)NC2CCCCC2)CCCCC1)c1ccccc1 (stereo not given)	-5%	4%	5%	1%	-2%	-3%	2%	-14%	3%	4%
COC(=O)c1cc(-c2cc(OC)ccc2OC)nc2c1c(=O)n(C)c(=O)n2Cc1ccccc1	0%	-7%	3%	2%	-8%	-1%	-2%	-28%	-17%	-6%
COc1ccc(-c2cnc3nc[nH]c(=O)c3n2)cc1	-1%	4%	?	-24%	6%	-6%	?	35%	-21%	5%
CC(C)(C)c1cc(OS(C)(=O)=O)ccc1O	-7%	-3%	-2%	0%	-5%	21%	16%	9%	?	2%
COc1cc(C=NNC(=O)c2ccccc2-n2cccc2)ccc1O	·	·	-5%	·	3%	·	·	-58%	·	-8%
CCC(C(=O)c1ccccc1)P(=O)(NN)c1ccccc1 (stereo not given)	-2%	4%	-1%	0%	-5%	-3%	-9%	-5%	-1%	5%
N#Cc1ccccc1S(=O)(=O)N1CCN(C(=O)CN2CCCC2c2cccs2)CC1 (stereo not given)	-2%	1%	6%	-1%	0%	·	·	1%	·	-9%
O=c1[nH]c(COc2ccc(Cl)cc2Br)nc2ccccc12	2.8µM*	2.8µM*	28%	6µM*	?	25%	6%	?	5%	?
CCC(=O)N1c2ccccc2C(N(C(=O)CC)c2ccccc2)CC1C (stereo not given)	-2%	-1%	-3%	-2%	23µM*	-43%	-8%	-12%	5%	-1%
NS(=O)(=O)c1ccc(CNC(=O)CSc2ccccc2)cc1	12%	-7%	1%	0%	0%	4%	-1%	23%	-12%[10 µM]	-2%
Cc1cc2nc(NC3=NCN(Cc4ccc5c(c4)OCO5)CN3)nc(C)c2cc1C	-1%	-2%	4%	1%	-6%	-4%	-21%	·	-2%	·
Cc1ccc2nc(N/C(=N/S(=O)(=O)c3cccs3)c3ccccc3Cl)sc2c1	-1%	-4%	-3%	?	-4%	-13%	-4%	22%	-1%	-4%
CCCCN1CC(=O)N2[C@H]3c4cc(Cl)ccc4OC[C@@H]3[C@H](C(=O)OCC)[C@]2(C)C1=O	-6%	0%	7%	4%	1%	·	·	-6%	·	5%
COc1cccc(-n2c(SCc3ccccn3)nc3c(c2=O)SCC3)c1	-2%	0%	-3%	4%	-9%	-10%	11%	0%	-11%	8%
Cn1c(Cl)cnc1C(O)(c1ccccc1)c1ccccc1	-8%	-2%	-5%	1%	-4%	4%	-6%	-14%	4%	-1%
COc1cccc(CNc2ccc([N+](=O)[O-])cc2Cl)c1O	2%	4%	14%	?	7%	?	?	?	?	11%
CN(C(=O)c1ccc(C#N)cc1)c1nnc(-c2cnccn2)s1	-3%	0%	-1%	5%	3%	4%	-5%	18%	2%	-2%
Cc1noc(C)c1COc1cccc(C(=O)Oc2ccc3c(c2)OCO3)c1	-2%	0%	-13%	0%	19%	2%	2%	8%	-6%	-25%
CCOC(=O)C1CCN(C(=O)COC(=O)c2nn(C)c(=O)c3ccccc23)CC1	-2%	-2%	4%	-3%	-1%	·	·	-2%	·	9%

Screening results (PubChem)
